M. tuberculosis = growth inhibition of non-replicating M. tuberculosis (AID 488890); Mycobacterium tuberculosis non-replicating, growth inhibition; higher % means a stronger effect; inhibition, % at 25 µM, or IC50 in µM where a hit was titrated; actives 0.39% (n = 320,000); in the data active = a potency from the dose series; inconclusive = inhibition mostly from about 82% at the one dose, without a potency; inactive = the rest, 99 in 100 with inhibition below about 76%;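 note: plate controls were DMSO cells for no effect and high antibiotic wells for full effect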
PhoP GFP inhibition = PhoP regulon inhibitors, Salmonella typhi PhoP promoter GFP reporter, confirmatory (AID 1850). Salmonella Typhi PhoP-promoter GFP reporter, fluorescence, 4 h; higher % means a stronger effect. inhibition, % at 50 µM, or IC50 in µM where a hit was titrated. actives 0.33% (n = 310,000); in the data active = a potency from the dose series; inconclusive = inhibition mostly from about 25% at the one dose, without a potency; inactive = the rest, 99 in 100 with inhibition below about 19%;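 note: 0% = induced wells with vehicle and 100% = uninduced wells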
H37Rv inhibition = M. tuberculosis growth inhibition, HTS (AID 449762) | M. tuberculosis H37Rv growth inhibition, 7H9 media; higher % means a stronger effect | one-dose inhibition, % at 25 µM; IC50 in µM for titrated hits | actives 0.59% (n = 330,000); in the data active = a potency from the dose series; inconclusive = inhibition above about 70% without an active follow-up result;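 note: bacterial growth assessed after seven days of incubation; strong numbers were not always called active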
H1N1 NS1A inhibition = NS1A inhibition, H1N1 influenza, cell based functional assay (AID 504329); NS1A functional cell-based assay, percent inhibition; higher % means a stronger effect; inhibition, % at 12.5 µM, or IC50 in µM where a hit was titrated; actives 0.3% (n = 340,000); in the data active = a potency from the dose series; inconclusive = inhibition above about 27% without an active follow-up result; note: strong numbers were not always called active
inhibitors of VEEV = inhibitors of VEEV TC-83 cytopathic effect, confirmation, Vero cells (AID 588727). Vero cells, VEEV TC-83 cytopathic effect inhibition; higher % means a stronger effect. inhibition, % at 20 µM; hits with a dose series show IC50 in µM. actives 0.13% (n = 350,000); in the data active = a potency from the dose series; inconclusive = inhibition mostly from about 14% at the one dose, without a potency; inactive = the rest, 99 in 100 with inhibition below about 12%; note: strong numbers were not always called active
inhibitors of VEEV 10K pilot screen = second read-out of inhibitors of VEEV, no call of its own (marks repeat the call); inhibition, %; measured here: 10K pilot screen inhibition
* = called active by the depositor; i = inactive; u = inconclusive; x = no result given.

SMILES | M. tuberculosis | PhoP GFP inhibition | H37Rv inhibition | H1N1 NS1A inhibition | inhibitors of VEEV | others
CC(C(=O)Nc1ccccc1C(=O)N1CCOCC1)N(c1ccc(Cl)cc1)S(C)(=O)=O (centres undefined) | -5.7% | 1.4% | -2.8% | -4.0% | 1.2%
Cc1ccc(CNC(=O)Nc2ccc(OC(F)(F)F)cc2)n1C | -3.1% | 0.7% | -2.8% | -6.9% | 1.7%
O=C(NCC1CCCO1)c1ccc(NC(=O)C2CC=CCC2C(=O)O)cc1 (centres undefined) | 1.4% | -14.2% | -3.4% | -5.8% | 0.3%
COc1cc(C(=O)NCc2nnc(SCC(=O)Nc3cc(C)on3)o2)cc(OC)c1OC | -21.6% | 3.4% | -1.0% | -6.6% | 0.3%
CC(C)(CNC(=O)c1ccc(S(=O)(=O)Nc2cccc(C(F)(F)F)c2)cc1)N1CCOCC1 | 10.6% | x | 0.1% | -10.9% | 0.7%
O=C(CSc1ncn[nH]1)CSc1ncn[nH]1 | 4.0% | -2.4% | 4.0% | -1.1% | 0.8%
COc1ccc(-c2cc(-c3nnc(COC(=O)c4ccc(O)cc4)o3)c3ccccc3n2)cc1OC | 19.8% | 10.8% | u | x | 12.8%
CN(CCO)c1nc(N)c2c(N)nc3c(c2c1C#N)CC(=O)N3C1CCCC1 | 18.4% | -9.1% | 2.8% | x | x
NC(=O)c1ccc(-c2ncc(-c3ccccc3)o2)cc1 | u | -12.1% | 51.1% | -2.2% | i
CC(Oc1ccccc1F)C(=O)NNC(=O)c1cc2ccccc2o1 (centres undefined) | 5.9% | -1.0% | -8.6% | -0.5% | 0.2%
CCN(CC)C(=O)C(=O)Nc1ccc(F)c(Cl)c1 | -4.5% | 7.9% | 8.7% | 4.9% | i
NC(=O)c1c(NC(=O)C2CCCO2)sc2c1CCC2 (centres undefined) | x | 2.6% | x | 4.9% | 0.2%
CN(O)C(=O)Nc1ccc([N+](=O)[O-])cc1 | 7.9% | 7.3% | 2.3% | 3.2% | 1.9%
COc1ccccc1Nc1nnc(SCC(=O)N2CC(=O)Nc3ccccc32)s1 | -8.3% | -3.9% | -1.8% | -4.9% | 12.5%
CC(C)(C)NC(=O)CN(Cc1ccc2c(c1)OCO2)C(=O)CNC(=O)c1cccs1 | 5.5% | -12.6% | 3.6% | x | x
O=C(O)CC(Cc1ccccc1)c1ccc2c(c1)OCO2 (centres undefined) | 2.8% | 4.0% | -4.1% | 1.8% | 1.8%
COc1ccc(NC(=O)CSc2nc3ccsc3c(=O)n2Cc2ccccn2)c(OC)c1 | 32.6% | 1.2% | 5.9% | -1.6% | 7.0%
Cc1cccc(-c2c3c(=O)n(C)c(=O)n(C)c3cn2C2CCCCC2)c1 | 15.8% | -2.4% | 5.0% | 3.7% | 0.0%
NNC(=S)NCCc1ccccc1 | 65.1% | 3.2% | u | 5.2% | i
O=S(=O)(c1cccs1)N1CN(Cc2ccccc2)c2nc3ccccc3nc21 | 25.8% | 1.6% | -4.7% | 6.3% | 3.2%
CCN(CC)c1ncnc2c1cnn2C | -1.4% | -13.8% | 0.6% | -6.7% | 0.3%
COc1ccc(C(=O)Nc2cccnc2)cc1 | -7.5% | 7.9% | 3.1% | 4.6% | 1.4%
CCCOc1ccc(/C(O)=C2/C(=O)C(=O)N(CCCOC)C2c2cccnc2)cc1 (centres undefined) | -3.8% | -1.4% | -7.1% | -7.2% | 0.1% | inhibitors of VEEV 10K pilot screen=0.9
COCCN(C(=O)c1ccc(C#N)cc1)c1c(N)n(Cc2ccccc2)c(=O)[nH]c1=O | -9.2% | x | -10.3% | -1.8% | 0.1%
CC(Oc1ccc2c3c(c(=O)oc2c1)CCCC3)C(=O)NCc1cccnc1 (centres undefined) | -10.2% | -2.3% | 2.1% | 1.6% | i
Additional entries
SMILES | M. tuberculosis | PhoP GFP inhibition | H37Rv inhibition | H1N1 NS1A inhibition | inhibitors of VEEV | others
CCN(CC)CCNC(=O)Cn1nc(Cc2ccccc2)c2ccccc2c1=O | -8.2% | -5.0% | -1.3% | 10.1% | 1.4%
C=CCn1c(-c2cccn(Cc3ccc(Cl)cc3)c2=O)n[nH]c1=S | 3.2% | 2.9% | 9.8% | -3.2% | i
C=CCC(NCc1ccco1)c1ccc(OC)cc1 (centres undefined) | 3.9% | -6.0% | -4.0% | 10.6% | 4.2%
CCc1ccc(-c2nc(CSCC(=O)N3CCN(c4ncccn4)CC3)c(C)o2)cc1 | x | x | 9.5% | -1.6% | 0.7%
Cc1ccc(C(=O)CN2C(=O)NC3(CCCCC3C)C2=O)s1 (centres undefined) | 23.4% | x | -13.6% | -5.9% | 2.8%
O=C(NCCCCNC(=O)c1ccco1)c1ccco1 | -7.0% | 0.4% | -5.0% | 3.8% | 0.6%
Nc1ccc(S(=O)(=O)NC(Cc2ccccc2)C(=O)O)cc1 (centres undefined) | -5.3% | -0.7% | -1.4% | -4.0% | 0.7%
CC1(C)CC(c2nc(-c3ccc(Br)cc3)cs2)CCS1 (centres undefined) | 64.1% | -0.7% | 16.5% | 0.4% | 0.2%
COc1ccc(CC(=O)NC2CC(C)(C)NC(C)(C)C2)cc1OC | -3.4% | -2.8% | 4.1% | 2.1% | 1.3%
COc1ccc([N+](=O)[O-])cc1NC(=O)C(C)N(C)Cc1ccc(Br)cc1 (centres undefined) | -22.0% | -7.3% | -4.1% | -4.2% | 1.1%
Cc1cccc(N2CCN(C(=O)CSc3nnnn3C3CC3)CC2)c1C | 64.6% | x | 8.8% | -6.6% | 8.4%
CCOc1cccc(/C=N/N=C/c2cccc(OCC)c2O)c1O | x | x | x | -10.6% | i
CCOc1ccc(NS(=O)(=O)c2cc(C(=O)N3CCC3)ccc2Cl)cc1 | -6.4% | 7.3% | 0.5% | 5.6% | 6.6%
O=C(CCc1nc(-c2cccs2)no1)Nc1cnc2ccccc2c1 | 15.2% | -4.6% | u | -2.6% | 1.3%
N#C/C(=C/c1ccncc1)c1nc2ccccc2c(=O)[nH]1 | -5.8% | 14.3% | -1.3% | -0.9% | 0.7%
Fc1ccccc1/C=N/Nc1ccc(Cl)nn1 | -3.5% | -4.8% | 0.6% | -6.1% | 0.5%
Cc1ccc(NC(=O)Cn2c(=O)oc3ccccc32)c(C)c1 | 19.0% | -4.5% | 6.1% | 0.2% | 1.2%
Cc1cc(Br)c(S(=O)(=O)NCc2ccncc2)cc1C | -8.7% | -0.5% | -4.7% | -2.4% | i
Cc1ccccc1SCC(=O)N1CCN(c2ccc(C(F)(F)F)cn2)CC1 | 54.2% | -0.2% | 3.6% | 3.3% | i
C/C(=N\NC(=O)c1cc2ccccc2cc1O)c1ccccn1 | u | -0.1% | u | 3.77µM* | 3.3%
COc1ccc(C2C(C#N)=C(N)Oc3cccc(O)c32)cc1 (centres undefined) | 10.0% | -4.4% | 3.3% | -6.7% | 3.7%
Cc1ccc(NC(=S)Nc2cccc3cnccc23)cc1C | u | 15.2% | u | -5.3% | 8.4%
CCOC(=O)Cn1cc(/C=N/NC(=O)CC#N)c2ccccc21 | 25.1% | -1.8% | -5.3% | -1.0% | i
CC(=O)N1CCC(Nc2ccc(C)cc2)CC1 | -7.6% | -2.9% | -0.3% | 7.6% | 0.6% | inhibitors of VEEV 10K pilot screen=0.5
Cc1ccc(C(=O)N/N=C/c2ccc(N3CCOCC3)cc2)c(C)c1 | -10.6% | 4.8% | 0.6% | -9.4% | 0.6%
(further entries)
SMILES | M. tuberculosis | PhoP GFP inhibition | H37Rv inhibition | H1N1 NS1A inhibition | inhibitors of VEEV | others
COc1ccc(N2CCN(C(=O)COC(=O)CCOc3ccccc3C)CC2)cc1 | 46.7% | -4.4% | 54.2% | 1.1% | 1.4%
O=C(Nc1cccc([N+](=O)[O-])c1)c1ccc2c(c1)OCCO2 | -11.9% | -3.9% | -2.1% | 3.2% | 1.5%
Cc1ccc(-n2ncc3c2CCCC3NC(=O)c2ccccc2N2CCOCC2)cc1C (centres undefined) | 34.4% | -3.0% | 0.3% | 19.9% | 7.6%
CCOc1cccc(-c2cc(C(=O)N/N=C/c3ccc(OC)c(CN4CCOCC4)c3)c3ccccc3n2)c1 | 31.7% | 1.5% | -1.4% | 9.5% | 1.3%
Cc1cc(NC(=O)c2cc3n(n2)C(C(F)(F)F)CC(c2ccco2)N3)no1 (centres undefined) | 15.5% | -3.1% | -0.8% | 7.6% | 1.9%
CCOc1ccc(NC(=O)c2nn(C)cc2Br)cc1 | 8.4% | 2.9% | -1.3% | 15.2% | i
O=C1NC[C@H](Cc2ccccc2)N(C[C@H]2CCCN2C[C@H](Cc2ccc(O)cc2)N2C[C@H](Cc3ccc(O)cc3)N(CC3CCCCCC3)C(=O)C2=O)C1=O | x | x | x | 4.5% | 0.1%
CCCCNC(=O)CSc1cc(=O)n(C)c2ccccc12 | -3.5% | -6.4% | -6.7% | 1.0% | 0.6%
COC(=O)c1ccc2nc(NC(=O)C3CC3)sc2c1 | 39.4% | 1.4% | 8.5% | -0.2% | 6.6%
COc1ccc(-c2csc(NC(=O)CCCc3cccs3)n2)cc1 | -15.4% | 0.0% | -13.4% | 0.7% | 0.9%
Cn1nnc2cc(C(=O)NC3CCCCC3)ccc21 | 1.7% | 2.0% | -5.8% | 0.0% | 0.5%
Cc1ccc(-c2c(C(=O)N/N=C/c3ccco3)nnn2-c2nonc2N)cc1 | 6.8% | 10.3% | -7.6% | -3.6% | 1.9%
Cc1n[nH]c(C)c1S(=O)(=O)N1CCN(C(=O)c2ccco2)CC1 | -0.7% | -0.2% | 1.6% | -1.3% | 0.5%
NS(=O)(=O)c1ccc(NC(=O)CSc2nnc3n2CCCCC3)cc1 | 8.2% | x | -1.6% | -3.7% | 2.8%
C#CCNC(=O)C1=C[C@H](C(C)(C)C)C[C@H](OCCCCO)O1 | -0.8% | -27.4% | -6.3% | 2.0% | 0.6%
CC(C)(CNC(=O)c1ccc(NS(=O)(=O)c2ccc(F)c(F)c2)cc1)N1CCOCC1 | -5.3% | 5.7% | 10.7% | -2.1% | i
O=C(C1CCCN(S(=O)(=O)c2cnc[nH]2)C1)N1CC(=O)N(CCc2ccccc2)C(=O)C1 (centres undefined) | -2.9% | -10.5% | 2.1% | 4.0% | 0.2%
C/C(CC(=O)Nc1ccc(C)c(Cl)c1)=N\NC(=O)C1CCCCC1 | 9.3% | -2.4% | 67.2% | 12.7% | 1.6%
O=C(CC1Oc2ccccc2NC1=O)NCCCN1CCN(Cc2ccccc2)CC1 (centres undefined) | -0.3% | 7.7% | 2.0% | 4.7% | i
CCC(C)C(=O)Nc1nc(C)c(-c2csc(Nc3ccc(Cl)cc3)n2)s1 (centres undefined) | -6.1% | 0.4% | -0.2% | 12.5% | 5.5%
CNC[C@@H]1Oc2ccc(NS(=O)(=O)c3ccc(OC)cc3)cc2CC(=O)N([C@H](C)CO)C[C@@H]1C | -1.9% | x | 8.3% | 0.9% | 2.6%
CCN(c1ccccc1)S(=O)(=O)c1ccc(NC(=O)c2nc(S(C)(=O)=O)ncc2Cl)cc1 | 37.2% | 0.8% | 2.6% | -4.5% | u
O=C(NCc1ccco1)c1c2c(nc3ccccc13)CCC2 | -1.8% | -1.9% | -4.0% | 6.6% | 1.4%
CCOc1ccc2nc3c(cc2c1)CN(CCOC)C(=NCCOC)S3 | 49.8% | -11.5% | 19.1% | 8.8% | 7.1%
COc1cc(NC(=O)CSCc2ccc(Cl)cc2Cl)c(C(=O)O)cc1OC | 49.3% | -6.9% | 6.2% | -4.5% | i

Source: PubChem BioAssay
